High-throughput results as filed in PubChem BioAssay.
PAFAH1B2 inh: PAFAH1B2 (human) inhibition | P68402 | recombinant PAFAH1B2, FP-rhodamine activity probe, fluorescence polarization | inhibition, % at 3.39 µM | 340,000 compounds, 1.2% hits | AID 492953;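 active = inhibition above the mean of all tested compounds plus 3 SD, cut at about 24% in these data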;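 also: 0% = enzyme with DMSO and 100% = wells lacking PAFAH1B2; many of its hits are not listed in these tables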
Target sequence (P68402 whole entry, looked up): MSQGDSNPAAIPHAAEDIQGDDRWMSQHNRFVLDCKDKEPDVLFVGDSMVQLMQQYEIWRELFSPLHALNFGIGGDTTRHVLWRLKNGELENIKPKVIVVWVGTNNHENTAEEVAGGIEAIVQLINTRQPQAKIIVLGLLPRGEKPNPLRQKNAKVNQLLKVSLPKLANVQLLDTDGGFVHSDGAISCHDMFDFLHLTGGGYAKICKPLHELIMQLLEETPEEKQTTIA
pPAFAH FP inh: inhibitors of human plasma PAF acetylhydrolase (pPAFAH); Q13093; recombinant pPAFAH, FP-rhodamine probe fluorescence polarization; inhibition, % at 3.39 µM; 330,000 compounds, 1.5% hits; AID 463082;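 active = inhibition above the mean inhibition across the screen plus 3 SD, cut at about 25% in these data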;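 also: inhibitors block binding of the rhodamine activity-based probe so polarization drops; 0% = enzyme with DMSO and 100% = wells lacking pPAFAH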
LYPLA1 inh: blocks human lysophospholipase 1, a PME1 counter-screen; recombinant LYPLA1, FP-Rh probe fluorescence polarization; inhibition, % at 5.9 µM; 320,000 compounds, 0.16% hits;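 active = inhibition above the mean of all tested compounds plus 3 SD, set per campaign, cut at about 14% in these data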;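 also: inhibitors block serine hydrolase probe labeling of LYPLA1 so polarization falls; 0% = enzyme with DMSO and 100% = wells lacking LYPLA1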
Target sequence (O75608 whole entry, looked up): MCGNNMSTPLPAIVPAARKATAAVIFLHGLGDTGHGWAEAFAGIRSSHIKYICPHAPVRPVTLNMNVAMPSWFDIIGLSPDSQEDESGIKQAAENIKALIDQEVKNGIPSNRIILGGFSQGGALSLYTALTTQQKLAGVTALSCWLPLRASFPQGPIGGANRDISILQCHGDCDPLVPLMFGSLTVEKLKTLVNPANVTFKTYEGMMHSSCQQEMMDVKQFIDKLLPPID
Fam108B counter: Fam108B inhibition, counter-screen for RBBP9 inhibitors; recombinant Fam108B, FP-Rh probe fluorescence polarization; inhibition, % at 9.51 µM; 300,000 compounds, 0.33% hits;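 active = inhibition above the screen mean inhibition plus 3 SD, computed separately per campaign, cut at about 18% in these data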;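 also: inhibitors lower polarization as less probe binds the enzyme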
PAFAH2 inh: inhibitors of human PAFAH2; Q99487; recombinant PAFAH2, FP-rhodamine activity probe, fluorescence polarization; inhibition, % at 3.39 µM; 340,000 compounds, 0.99% hits; AID 492956;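 active = inhibition above the mean over all tested compounds plus 3 SD, cut at about 30% in these data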;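 also: inhibitors block probe labeling of enzyme so polarization drops; 0% = enzyme with DMSO and 100% = wells lacking PAFAH2 protein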
GSTO1 counter: counter-screen for RBBP9 inhibitors: inhibitors of human GSTO1 | recombinant GSTO1, activity-based probe fluorescence polarization | inhibition, % at 5.96 µM | 300,000 compounds, 1.1% hits | AID 1974;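 active = inhibition above the campaign mean inhibition plus 3 SD, cut at about 35% in these data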;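 also: 0% = GSTO1-1 with DMSO and 100% = wells lacking GSTO1-1 enzyme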
Target sequence (P78417 whole entry, looked up): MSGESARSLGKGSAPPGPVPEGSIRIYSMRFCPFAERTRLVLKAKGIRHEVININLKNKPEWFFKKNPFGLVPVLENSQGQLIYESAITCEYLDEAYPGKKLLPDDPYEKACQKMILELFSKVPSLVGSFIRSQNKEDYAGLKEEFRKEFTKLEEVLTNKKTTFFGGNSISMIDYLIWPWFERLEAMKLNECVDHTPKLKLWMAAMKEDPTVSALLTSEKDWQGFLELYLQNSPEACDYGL
PAD4 FP inh: PAD4 (human) enzyme inhibition; Q9UM07; recombinant PAD4, RCA probe fluorescence polarization; inhibition, % at 6.36 µM; 330,000 compounds, 0.41% hits; AID 485272;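 active = percent inhibition above a cutoff equal to the mean of all tested compounds plus 3 SD, cut at about 15% in these data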;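 also: 0% = PAD4 with RCA probe and DMSO and 100% = probe without PAD4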
PAFAH1B3 inh: PAFAH1B3 (human) inhibition; 340,000 compounds, 0.28% hits; inhibition, % at 3.39 µM; recombinant PAFAH1B3, FP-rhodamine probe, fluorescence polarization;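 active = inhibition above the screen-wide average of all tested compounds plus 3 SD, cut at about 25% in these data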;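 also: 0% = enzyme with DMSO only and 100% = wells lacking PAFAH1B3 protein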
Target sequence (Q15102 whole entry, looked up): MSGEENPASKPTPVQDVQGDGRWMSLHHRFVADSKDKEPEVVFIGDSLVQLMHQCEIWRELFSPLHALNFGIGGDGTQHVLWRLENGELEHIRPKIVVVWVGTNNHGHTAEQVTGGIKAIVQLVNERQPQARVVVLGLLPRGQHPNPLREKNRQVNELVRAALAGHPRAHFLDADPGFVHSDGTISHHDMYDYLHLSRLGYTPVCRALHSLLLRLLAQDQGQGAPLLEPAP
PME-1 primary: PME-1 (human) inhibition; recombinant PME-1, FP-Rh probe fluorescence polarization; inhibition, % at 5.9 µM; 320,000 compounds, 0.53% hits;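 active = inhibition above the campaign mean of all compounds plus 3 SD, cut at about 26% in these data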;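 also: competitive labeling of PME-1 active site by serine hydrolase directed probe; 0% = PME-1 with DMSO and 100% = wells lacking PME-1 enzyme; inhibitors block probe labeling so polarization falls and inhibition rises; many of its hits are not listed in these tables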
* marks the source's active call; other numbers are inactive results; . = not tested or not shown. Not all compounds are listed. The share of hits here may be higher or lower than overall.

SMILES	PAFAH1B2 inh	pPAFAH FP inh	LYPLA1 inh	Fam108B counter	PAFAH2 inh	GSTO1 counter	PAD4 FP inh	PAFAH1B3 inh	PME-1 primary
CCCOc1ccc(-c2csc3ncn(Cc4ccc(C(=O)O)cc4)c(=O)c23)cc1	3	9	-5	-2	-2	-7	0	4	-8
COc1ccc(C(=S)N(C)C)cc1OC	-1	5	1	1	3	9	5	6	0
O=C(CSc1ccc(Cl)cc1)NNC(=O)c1cccnc1	28*	6	4	3	5	7	2	1	-4
O=C(Nc1ccc(NC(=O)c2cccs2)cc1)c1ccc2c(c1)OCCO2	-1	-1	-13	-20	-11	-16	-5	-2	-22
O=C(NCCC1=CCCCC1)c1ccc(-n2cncn2)cc1	6	-2	-2	.	1	.	-1	6	-3
CCCOc1ccc(C(=O)C(CN2CCOCC2)c2ccccc2)cc1 (centres undefined)	6	-4	-1	2	6	-9	-5	5	3
COc1ccccc1-c1sc2ccccc2c1C#Cc1ccc(N(C)C)cc1	5	11	.	.	0	.	-10	-1	.
O=C(CSc1nnc(Cn2nnc(-c3ccccc3)n2)n1-c1ccccc1)Nc1ccccc1	9	4	-2	-4	-4	0	2	3	-1
COc1cccc(C(=O)NC2CCCC2)c1	3	0	-1	4	-1	2	0	11	-1
COc1cccc(NC(=S)N(CCc2nc3cc(C)c(C)cc3[nH]2)Cc2cccnc2)c1	0	1	0	-1	5	0	6	1	-1
Nc1ccccc1C#Cc1cnccn1	-4	9	4	0	0	8	0	-6	3
Nc1nc(SCC(=O)Nc2ccc([N+](=O)[O-])cc2Br)n[nH]1	10	5	-1	0	-1	9	0	13	3
CC(C)(C)C(=O)NC(=S)Nc1ccccc1F	4	-2	1	0	5	1	2	5	-3
CCOc1ccc(NC(=O)CN(C)C(=O)CC2CCCC2)cc1OCC	0	3	2	.	4	.	2	1	4
CCC(=O)Nc1sc(C(=O)Nc2ccccc2F)c(C)c1C(=O)OC	-4	6	-2	-5	-3	4	0	8	-2
c1cc(C(c2nnnn2C2CCCCC2)N2CCN3CCCC3C2)ccn1 (centres undefined)	4	2	1	6	1	3	-2	5	0
O=C(NNC(=O)c1cccnc1Cl)c1ccc(F)cc1	3	-13	0	-2	0	-5	5	9	-13
Cc1cc(NCc2ccccn2)n2ncc(-c3ccc(Cl)cc3)c2n1	.	17	-1	5	.	0	0	.	16
Cc1ccc(/C=N/NS(=O)(=O)c2ccccc2)o1	5	2	2	5	4	4	0	7	2
Cc1nc2scc(C)n2c(=O)c1S(=O)(=O)N1CCN(c2ccccn2)CC1	-1	-1	1	9	-8	11	-1	1	-2
Cc1c(O)ccc2c(CN(C)Cc3ccccc3)cc(=O)oc12	24	7	2	1	-7	-8	3	0	2
CCOc1cc(/C=N\NC(=O)Cn2nnc3ccccc32)ccc1O	1	3	2	3	6	3	-2	1	2
Cc1ccc(-c2cnn(-c3cccc([N+](=O)[O-])c3)c2N)cc1	5	19	3	-1	-2	4	0	4	4
O=C(OCCN=C1NS(=O)(=O)c2ccccc21)C1CC(=O)N(c2ccc(Cl)cc2)C1 (centres undefined)	2	10	0	0	3	0	1	2	-2
CSCCC(NS(=O)(=O)c1ccc(F)cc1)C(=O)NCc1ccc(S(N)(=O)=O)cc1 (centres undefined)	5	2	0	0	5	2	0	-4	8
Cc1cccc(N/C=C/C(=O)c2ccc(Cl)cc2)c1	7	4	-2	3	4	-1	-2	5	4
Cc1cccc(C)c1NC(=O)CSc1nnc(CCCCCNC(=O)OC(C)(C)C)o1	2	4	6	1	-10	-1	4	2	-8
COc1ccc2nc(NC(=O)CCN3C(=S)NC(C)(C)CC3C)sc2c1 (centres undefined)	2	-6	-1	1	-2	3	-4	5	-10
CCOc1ccc2nc3c(cc2c1)CN(CCOC)C(=NC)S3	2	4	1	2	7	0	0	6	6
Nc1nonc1-n1nnc(C(=O)N/N=C/c2ccoc2)c1CSc1ccc(Cl)cc1	6	15	-9	-2	8	-1	-1	5	-8
CC(C)C(=O)NC(c1ccc(Cl)cc1Cl)c1ccc2cccnc2c1O (centres undefined)	-1	26*	-2	5	-12	-11	2	9	0
O=C1/C(=C/c2ccncc2)SC(=S)N1Nc1ccccc1	.	3	0	3	.	36*	-7	.	0
CC1(O)c2ccccc2C(=O)N1CCc1ccccc1F (centres undefined)	1	4	-3	3	1	5	-4	10	-6
COCCn1c(SCC(=O)NCC2CCCO2)nc2c(c1=O)SCC2 (centres undefined)	0	-2	-1	-1	-3	3	4	1	3
Cc1nnc2ccc(N3CCN(c4ccccn4)CC3)nn12	1	-4	1	2	1	1	1	8	-8
CC(C)(C)NC(=O)C1CN(S(=O)(=O)c2ccccc2)CCN1S(=O)(=O)c1ccccc1 (centres undefined)	8	4	-1	-3	4	3	5	6	2
CC(C)NC(=O)c1cccc2c1-c1ccccc1C2=O	4	1	-3	1	-6	1	-4	2	-1
COc1ccc(CCNC(=O)CSc2nc3sc(C(=O)O)c(C)c3c(=O)[nH]2)cc1OC	4	2	3	-5	9	-2	-1	5	1
COC(=O)c1cc2occc2n1Cc1nc(-c2ccc(Cl)cc2)oc1C	3	-12	-1	-1	2	-1	-6	2	-3
Cc1ccc(N=Cc2sc(O)c3ccccc23)cc1	11	7	-6	14	15	3	2	8	23
CCCCc1ccc(NC(=O)N[C@@H](CC(C)C)C(=O)O)cc1	12	5	1	-1	8	0	-3	1	-1
CCn1c(COc2cccc3ccccc23)nnc1SCC(=O)OC1CCCCC1	3	2	-1	4	-1	6	6	10	6
CS(=O)(=O)N1Cc2ccccc2CC1C(=O)OCC(=O)NCCc1ccc(S(N)(=O)=O)cc1 (centres undefined)	9	1	.	.	-5	.	-1	8	.
CCNC(=O)C12CCC(C)(C(=O)O1)C2(C)C (centres undefined)	2	1	0	-3	0	3	2	-2	-6
CCOc1ccc(N(CC(=O)NCCSCc2ccccc2)S(C)(=O)=O)cc1	4	17	1	3	3	-3	-7	-2	-5
O=C(Nc1nc(-c2ccc(Cl)cc2)cs1)NC1CCCCC1	1	3	-19	1	-5	-11	0	7	23
O=C(c1cnccn1)N1CCN(S(=O)(=O)c2ccc3ccccc3c2)CC1	2	4	-1	-1	0	6	-3	10	-1
CC(C)c1ccc(NC2CCCN(C(=O)c3cccs3)C2)cc1 (centres undefined)	10	13	4	2	3	2	-2	8	-3
COc1ccc2c(c1)nc(SCC(=O)c1ccc(Br)s1)n2C	4	9	-3	1	1	4	-9	9	-1
CCCCCCCCNC(=O)c1cnccn1	1	2	7	5	5	3	-4	4	-5
CN1CCN(CCCN(Cc2cccs2)C(=S)Nc2ccc(Cl)cc2)CC1	-1	4	-2	0	-9	1	1	6	4
Cc1cc(C(=O)Cn2nc(C(=O)O)c3ccccc3c2=O)c(C)n1-c1ccc(OC(F)F)cc1	1	-7	-17	-19	-14	-3	-3	2	-20
COc1ccc(C(=O)N2CCC(C(=O)O)CC2)c2ccccc12	1	5	2	0	-2	2	0	8	4
O=C(c1ccco1)N1CCN(CC(=O)N2c3ccccc3CCc3ccccc32)CC1	3	1	-2	-2	-6	0	-2	-1	1
Cc1cc(C(=O)COC(=O)c2ccccc2O)c(C)n1Cc1cccs1	-3	-4	-4	-1	-6	-4	-7	4	-3
N#Cc1nc(-c2ccco2)oc1NCc1ccccc1Cl	.	9	0	-4	.	-11	-2	.	-1
Cc1ccc(-n2c(-c3ccco3)nc3nc4ccccc4nc32)cc1F	-1	2	-5	2	9	1	-1	-6	-5
CCCNC(=O)Cc1ncn[nH]1	2	1	-1	0	4	-3	-1	1	-8
COc1ccccc1C(=O)COC(=O)COc1ccc(C#N)cc1	-2	5	.	.	6	.	-1	9	.
CCn1cc(CCC(=O)NCc2ccccc2OC)c2ccccc21	5	7	2	-4	4	6	-2	0	-6
(further entries)
SMILES	PAFAH1B2 inh	pPAFAH FP inh	LYPLA1 inh	Fam108B counter	PAFAH2 inh	GSTO1 counter	PAD4 FP inh	PAFAH1B3 inh	PME-1 primary
NNC(=O)C1CC(O)CN1S(=O)(=O)c1ccc2ccccc2c1 (centres undefined)	2	2	0	.	-1	.	0	4	-1
Cc1ccsc1C(=O)N1CCCC(CO)(Cc2ccccc2)C1 (centres undefined)	1	-3	0	-2	10	3	-10	5	4
O=C(COC(=O)c1cncc(Br)c1)NC1CCCC1	0	-4	3	6	5	13	-4	0	-1
COc1ccc2nc(NC(=O)C3CCN(S(=O)(=O)c4cccc5nsnc45)CC3)sc2c1	-5	-8	-9	-8	-13	-19	2	5	-2
O=C(NC1CCCCC1)c1cc([N+](=O)[O-])[nH]n1	7	4	1	3	-3	0	-1	5	0
O=C(Nc1nccs1)c1ccc([N+](=O)[O-])cc1Cl	-2	12	1	3	-2	5	-1	9	7
O=C(CS(=O)(=O)c1ccccc1)c1ccc2c(c1)OCCO2	1	-2	0	1	11	-1	-7	1	-4
Cc1[nH]n(-c2ccccc2)c(=O)c1/C=N\NC(=O)C1COc2ccccc2O1 (centres undefined)	-1	11	2	0	7	5	-13	11	-2
Cc1cccc(C)c1NC(=O)CNC(=O)c1ccccc1OCc1ccccc1	1	-1	-2	-1	5	-1	2	-1	-1
CC(C)(Oc1ccc(CCNC(=O)c2ccc(-c3ccccc3)o2)cc1)C(=O)O	-1	1	-4	9	9	-2	2	5	-2
Cc1cccc(NS(=O)(=O)c2ccc(C)c(C(=O)OCC(=O)Nc3cc(C)on3)c2)c1	4	68*	-6	-2	-6	3	-5	5	-3
N#Cc1c(N)nc2c(c1-c1ccncc1)CCCC2	7	-3	3	-1	7	-4	-1	1	0
CC(=O)Nc1ccc(C(=O)COC(=O)c2nc3nc(C)cc(C)n3n2)cc1	0	-4	-2	.	-2	.	-2	6	-2
O/N=C(/CCc1ccccc1)c1ccc2c(c1)OCCO2	15	6	3	-1	-3	6	-1	3	-5
COc1cc(/C=N/N=C2/C(=O)Nc3ccccc32)cc(OC)c1O	2	2	1	-2	3	8	-4	2	5
COc1ccc(OC)c(NC(=O)CCC(=O)Oc2ccc(C)cc2)c1	5	3	-4	2	-1	-2	0	4	-1
COc1cccc(/C=C/C(=O)OCC(=O)c2ccc(C)c(C)c2)c1OC	1	7	-5	.	21	.	-1	0	-8
CC1(C)C(=O)Nc2ccccc2N1C(=O)Cn1ncc(Cl)c(Cl)c1=O	0	12	0	-1	-2	23	2	3	-6
OCCSc1nc2ccccc2n1CCOc1ccccc1	-1	12	5	-1	3	0	1	0	1
Cc1cc(C)c(S(=O)(=O)N2CCCCC2)c(C)c1-n1ncnn1	-3	-1	-1	-4	-13	0	0	3	2
CCN1C(N(C)CCc2cccs2)=N[C@@H](c2ccccc2)C(C(=O)OC)=C1C	-4	3	2	-2	0	1	-2	7	-1
O=C(Nc1ccc2c(c1)ncn2C1CCCCC1)c1ccco1	4	0	-1	-3	2	-5	0	6	2
CCn1nc(NS(=O)(=O)c2ccc([N+](=O)[O-])cc2)c2cc3cccc(C)c3nc21	7	28*	6	9	14	11	-2	8	8
O=[N+]([O-])c1cccc2c3c([nH]c12)CCCC3	2	0	0	1	3	5	1	9	2
